S3 lipid droplet – qHTS Assay for Lipid Storage Modulators in Drosophila S3 Cells; Drosophila S3 cells, BODIPY lipid droplet fluorescence, 18-24 h; cells fed with added oleic acid; lipid storage change, negative = inhibition, % at the top dose, mostly 46.1 µM; hits show Potency in µM; hit rate 0.64% among 320,000; AID 2685, 2010; active = well fitted inhibition curve with a large enough effect in the signal ratio, with a control signal flat, not every such curve was filed as active; inconclusive = small, poorly fitted or top-dose-only effect, or effect the other way, or a change in a side signal; the % refers to the signal ratio
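Drosophila S3 cells got compounds at several concentrations plus oleic acid (400 uM solution). Laser-scanning cytometry with 488 nm excitation read lipid droplets at 500-530 nm and cells at 575-640 nm. Percent activity was relative to 20 uM Triacsin C.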
S3 lipid droplet cell count max – further read-out of S3 lipid droplet, marked with its call; cell number change, %; measured here: cell count max response;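 cells counted by Cell Tracker Red CMTPX staining in the red channel; peak over a dose series mostly up to 46.1 µM; percent activity relative to internal control wells on each plate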
* = called active by the depositor; i = inactive; ? = inconclusive; · = no result given; [ ] = dose if it differs, or a comment. % is scaled to controls: 0 for no effect and ±100 for the full control effect; potency is read from the fitted curve at half-maximal effect. A portion of the library, so the mix of outcomes need not match the whole.

Nc1nc2c(nc(N3CCCCC3)n2[C@@H]2O[C@H](CO)[C@@H](O)[C@H]2O)c(=O)[nH]1
  S3 lipid droplet: ?	S3 lipid droplet cell count max: ·

CCOc1nc(NC(=O)NS(=O)(=O)Oc2ccccc2Cl)nc(-c2ccccc2)n1
  S3 lipid droplet: ?	S3 lipid droplet cell count max: ·

Nc1ccc(Oc2ccc3nc(-c4ccccc4)c(-c4ccccc4)nc3c2)cc1
  S3 lipid droplet: ?	S3 lipid droplet cell count max: ·

Cc1nn(CC2CC2)c(=O)n1-c1ccc(Cl)cc1
  S3 lipid droplet: -7%	S3 lipid droplet cell count max: 16

COc1ccc(N2CCN(C(=O)c3ccc(C)cc3Cl)CC2)cc1
  S3 lipid droplet: ?	S3 lipid droplet cell count max: ·

COc1ccc2c(COC(=O)CNS(=O)(=O)c3ccc(C)c(C)c3)cc(=O)oc2c1
  S3 lipid droplet: i	S3 lipid droplet cell count max: ·

C/C(=N\O)c1ccc(Cl)cc1Cl
  S3 lipid droplet: -1%	S3 lipid droplet cell count max: 11

CCCc1cc(C(=O)NCCc2ccccc2)no1
  S3 lipid droplet: i	S3 lipid droplet cell count max: ·

Oc1ccc(/C=N/NC(=S)NCCN2CCOCC2)c(O)c1
  S3 lipid droplet: ?	S3 lipid droplet cell count max: ·

CCNC(=O)/C(=C/c1ccc2c(c1)OCO2)NC(=O)c1ccc(Br)cc1
  S3 lipid droplet: ?	S3 lipid droplet cell count max: ·

CCS(=O)(=O)N1CCC2(CC1)OCCN2S(=O)(=O)c1ccc(C)cc1
  S3 lipid droplet: -14%	S3 lipid droplet cell count max: 2

CCCN(CC(=O)Nc1ccc(Cl)cc1Cl)C(=O)c1ccc(=O)[nH]c1
  S3 lipid droplet: -5%	S3 lipid droplet cell count max: -20

Nc1nc(-c2ccccc2)c(-c2ccccc2)s1
  S3 lipid droplet: 3%	S3 lipid droplet cell count max: ·

CN=C1S/C(=C\c2ccc(OCC(=O)OC)c(OC)c2)C(=O)N1C
  S3 lipid droplet: ?	S3 lipid droplet cell count max: ·

O=C(Nc1cccc(F)c1)c1ccc(S(=O)(=O)N2CCCC2)cc1
  S3 lipid droplet: ?	S3 lipid droplet cell count max: ·

COc1cc(/C=N/NC(=S)Nc2cccnc2)cc(OC)c1O
  S3 lipid droplet: ?	S3 lipid droplet cell count max: ·

CCOC(=O)c1c(C)[nH]c(C(=O)COC(=O)C23CC4CC(CC(Cl)(C4)C2)C3)c1C
  S3 lipid droplet: ?	S3 lipid droplet cell count max: ·

NC(=O)NCc1cccnc1
  S3 lipid droplet: -3%	S3 lipid droplet cell count max: 1

CCOC(=O)CS(=O)(=O)c1nc(-c2ccc(F)cc2)cc(C(F)(F)F)n1
  S3 lipid droplet: ?	S3 lipid droplet cell count max: ·

O=C(Cc1ccc(Cl)cc1)Nc1cccc(S(=O)(=O)Nc2ccccc2F)c1
  S3 lipid droplet: ?	S3 lipid droplet cell count max: ·

CCOc1ccccc1-n1nnnc1SCC(=O)NC(=O)Cc1ccccc1
  S3 lipid droplet: ?	S3 lipid droplet cell count max: ·

Cc1ccc(S(=O)(=O)N/N=C/c2ccc(O)c(O)c2)cc1[N+](=O)[O-]
  S3 lipid droplet: i	S3 lipid droplet cell count max: ·

Cc1cc(C(=O)Nc2ncn[nH]2)ccc1[N+](=O)[O-]
  S3 lipid droplet: ?	S3 lipid droplet cell count max: ·

CN(c1ccc(C(=O)NCC2CCCO2)cc1)S(C)(=O)=O (stereo not given)
  S3 lipid droplet: ?	S3 lipid droplet cell count max: ·

Cc1oc(-c2ccc(F)cc2)nc1CN(Cc1ccccn1)CC1CCCO1 (stereo not given)
  S3 lipid droplet: 1%	S3 lipid droplet cell count max: 14

Cc1cccc(N2CCN(C(=O)c3cccc(N4CCCC4=O)c3)CC2)c1C
  S3 lipid droplet: ?	S3 lipid droplet cell count max: ·

COc1ccc(OCC(=O)NS(=O)(=O)c2ccccc2)cc1
  S3 lipid droplet: ?	S3 lipid droplet cell count max: ·

Cc1cc(C(C)(C)C)oc1C(=O)N(CC(=O)NC1CCCC1)c1c(C)cccc1C
  S3 lipid droplet: ?	S3 lipid droplet cell count max: ·

CCOC(=O)N1CCN(CCC(=O)Nc2ccccc2)CC1
  S3 lipid droplet: i	S3 lipid droplet cell count max: -6

C/C(=N\NC(=O)Cn1c(C)nc2ccccc21)c1cccs1
  S3 lipid droplet: -8%	S3 lipid droplet cell count max: 0

O=C(CCC(=O)c1ccccc1)Nc1cccnc1
  S3 lipid droplet: ?	S3 lipid droplet cell count max: ·

CC1CCN(C(=O)CSc2nc3c(cnn3-c3ccccc3)c(=O)[nH]2)CC1
  S3 lipid droplet: 1%[9.22 µM]	S3 lipid droplet cell count max: -11

COc1ccc(S(=O)(=O)Cc2ccc(C(=O)NCc3ccccn3)o2)cc1
  S3 lipid droplet: 4%	S3 lipid droplet cell count max: -6

OCCc1ccc(-c2ccc(Cl)cc2)o1
  S3 lipid droplet: ?	S3 lipid droplet cell count max: ·

COc1ccc(Br)cc1CN(C)C(=O)c1ccc2c(c1)NC(=O)C(C)S2 (stereo not given)
  S3 lipid droplet: 5%	S3 lipid droplet cell count max: ·

Cc1cc(=O)[nH]c(N2CCCNCC2)n1
  S3 lipid droplet: i	S3 lipid droplet cell count max: 25

Fc1ccc(-[n+]2nc(Nc3ccccc3)sc2-c2c(Cl)cccc2Cl)cc1
  S3 lipid droplet: ?	S3 lipid droplet cell count max: ·

CCN(CC(=O)Nc1ccc2c(c1)OCCO2)C(=O)CN1C(=O)NC(C)(c2ccc(C)cc2)C1=O (stereo not given)
  S3 lipid droplet: ?	S3 lipid droplet cell count max: ·

Cc1nc(NC(=O)c2ccccc2[N+](=O)[O-])sc1C(=O)N(C)C
  S3 lipid droplet: ?	S3 lipid droplet cell count max: ·

CC(C)C(c1nnnn1Cc1ccc2c(c1)OCO2)N1CCN(C)CC1 (stereo not given)
  S3 lipid droplet: 2%	S3 lipid droplet cell count max: -16

CCN(CC)CC#CCC(O)(c1ccccc1)C1CCCCC1 (stereo not given)
  S3 lipid droplet: 8%	S3 lipid droplet cell count max: 9

Cc1nc(C(=O)NCC(=O)c2ccc(Cl)cc2)c(C(F)(F)F)o1
  S3 lipid droplet: 7%	S3 lipid droplet cell count max: 4

COc1ccc(S(=O)(=O)Nc2cccc(C(C)=O)c2)cc1Br
  S3 lipid droplet: 2%	S3 lipid droplet cell count max: -4

Cn1c(=O)c2c(nc(Cl)n2CC(=O)NC2(C#N)CCCCC2)n(C)c1=O
  S3 lipid droplet: ?	S3 lipid droplet cell count max: ·

O=C(O)c1ccc(Cn2cnc3cccnc32)cc1
  S3 lipid droplet: ?	S3 lipid droplet cell count max: ·

Cc1nnc(NC(=O)CSc2ccccc2N)s1
  S3 lipid droplet: i	S3 lipid droplet cell count max: -11

CC1CN(C(=O)COC(=O)c2ccc(N)c([N+](=O)[O-])c2)CC(C)O1 (stereo not given)
  S3 lipid droplet: 16%	S3 lipid droplet cell count max: -6

O=C(O)CSCC(=O)N1CCN(c2ccnc3cc(Cl)ccc23)CC1
  S3 lipid droplet: 5%	S3 lipid droplet cell count max: 9

CC(NC(=O)c1ccco1)c1ccc(-n2ccnc2)cc1 (stereo not given)
  S3 lipid droplet: -7%	S3 lipid droplet cell count max: 8

O=C(C1=C[C@H](c2ccc3c(c2)OCO3)C[C@H](OCc2ccc(CO)cc2)O1)N1CCOCC1
  S3 lipid droplet: 20%	S3 lipid droplet cell count max: 0

CCCOC(=O)C1=C(C)NC2=C(C(=O)CC(C)(C)C2)C1c1cccnc1 (stereo not given)
  S3 lipid droplet: ?	S3 lipid droplet cell count max: ·

Cc1ccc(S(=O)(=O)N(C)C)cc1NC(=O)COC(=O)/C=C/c1cnc2ccccc2n1
  S3 lipid droplet: ?	S3 lipid droplet cell count max: ·

C/C(=N\NC(=O)c1ccc2c(c1)OCO2)c1ccc(NC(=O)CCCC(=O)O)cc1
  S3 lipid droplet: ?	S3 lipid droplet cell count max: ·

CCCNC(=S)Nc1ccc(Br)cc1
  S3 lipid droplet: -1%	S3 lipid droplet cell count max: 1

Cc1ccc(-c2nnc(SCC(=O)NCCN3C(=O)CSC3=O)n2C)cc1
  S3 lipid droplet: ?	S3 lipid droplet cell count max: ·

Cc1cc(C)c(C#N)c(SCC(=O)c2cccs2)n1
  S3 lipid droplet: ?	S3 lipid droplet cell count max: ·

c1ccc(CCNc2nc(-c3ccccn3)cs2)cc1
  S3 lipid droplet: -24%	S3 lipid droplet cell count max: -15

Cc1cc2oc(C(=O)Nc3c(C)n(C)n(-c4ccccc4)c3=O)c(C)c2cc1C
  S3 lipid droplet: -2%	S3 lipid droplet cell count max: 9

COc1ccc(C2C(C(=O)N3CCN(c4ccc(OC)cc4)CC3)c3ccccc3C(=O)N2C)cc1 (stereo not given)
  S3 lipid droplet: i	S3 lipid droplet cell count max: ·

COc1ccccc1C/C(N)=N/OC(=O)/C=C/c1ccccc1
  S3 lipid droplet: ?	S3 lipid droplet cell count max: ·

Cc1ccc([C@@H]2[C@@H]3C(=O)N(c4ccccc4)C(=O)[C@@H]3[C@]3(C)C(=O)N(CC4CC4)CC(=O)N23)o1
  S3 lipid droplet: ?	S3 lipid droplet cell count max: ·

NS(=O)(=O)c1ccc(N=C2C(=O)Nc3ccccc32)cc1
  S3 lipid droplet: ?	S3 lipid droplet cell count max: ·

CCCCCN1CC(=O)N2C(C)c3[nH]c4ccccc4c3C[C@H]2C1=O (stereo not given in full)
  S3 lipid droplet: i	S3 lipid droplet cell count max: 4

O=C(c1ccco1)N1CCCC(N2CCN(c3cccc(C(F)(F)F)c3)CC2)C1 (stereo not given)
  S3 lipid droplet: ?	S3 lipid droplet cell count max: ·

O=C(N/N=C/c1ccc2c(c1)OCO2)c1ccc(NC(=O)c2ccccc2Cl)cc1
  S3 lipid droplet: ?	S3 lipid droplet cell count max: ·

O=C(O)CCCC(=O)NCCCc1ccccc1
  S3 lipid droplet: ?	S3 lipid droplet cell count max: ·

COc1ccc(S(=O)(=O)Nc2ccccc2OC)cc1C
  S3 lipid droplet: -4%	S3 lipid droplet cell count max: 3

CCOc1cccc(OCCCOc2cccc3cccnc23)c1
  S3 lipid droplet: ?	S3 lipid droplet cell count max: ·

COC(=O)c1cc(S(=O)(=O)Nc2cc(OC)cc(OC)c2)cn1C
  S3 lipid droplet: i	S3 lipid droplet cell count max: -6

CCOc1ccc(N2CC(NS(=O)(=O)c3cccs3)CC2=O)cc1 (stereo not given)
  S3 lipid droplet: ?	S3 lipid droplet cell count max: ·

COc1cc(NS(=O)(=O)c2cc(C)ccc2OC)c(OC)cc1Cl
  S3 lipid droplet: ?	S3 lipid droplet cell count max: ·

S=c1cnc2ccccc2[nH]1
  S3 lipid droplet: ?	S3 lipid droplet cell count max: ·

CCN(CC)S(=O)(=O)c1ccc(Cl)c(C(=O)NC(C)C(c2cccs2)N2CCCC2)c1 (stereo not given)
  S3 lipid droplet: ?	S3 lipid droplet cell count max: ·

COc1ccc(-c2c(C)nn3c(-c4ccccc4)cc(C)nc23)cc1
  S3 lipid droplet: ?	S3 lipid droplet cell count max: ·

Nc1cc(Nc2ccccc2)ccn1
  S3 lipid droplet: ?	S3 lipid droplet cell count max: ·

Cc1ccccc1NC(=S)Nc1ccccn1
  S3 lipid droplet: ?	S3 lipid droplet cell count max: ·

An excerpt of these results, as tab-separated lines:
canonical_smiles	S3 lipid droplet	S3 lipid droplet cell count max
CCN(CC)S(=O)(=O)c1ccc(Cl)c(C(=O)NC(C)C(c2cccs2)N2CCCC2)c1 (stereo not given)	?	·
COc1ccc(-c2c(C)nn3c(-c4ccccc4)cc(C)nc23)cc1	?	·
S=c1cnc2ccccc2[nH]1	?	·
Nc1cc(Nc2ccccc2)ccn1	?	·

Structures shown so far that have a furan ring, fused or not (7):
Cc1cc(C(C)(C)C)oc1C(=O)N(CC(=O)NC1CCCC1)c1c(C)cccc1C
  S3 lipid droplet: ?	S3 lipid droplet cell count max: ·

COc1ccc(S(=O)(=O)Cc2ccc(C(=O)NCc3ccccn3)o2)cc1
  S3 lipid droplet: 4%	S3 lipid droplet cell count max: -6

OCCc1ccc(-c2ccc(Cl)cc2)o1
  S3 lipid droplet: ?	S3 lipid droplet cell count max: ·

CC(NC(=O)c1ccco1)c1ccc(-n2ccnc2)cc1 (stereo not given)
  S3 lipid droplet: -7%	S3 lipid droplet cell count max: 8

Cc1cc2oc(C(=O)Nc3c(C)n(C)n(-c4ccccc4)c3=O)c(C)c2cc1C
  S3 lipid droplet: -2%	S3 lipid droplet cell count max: 9

Cc1ccc([C@@H]2[C@@H]3C(=O)N(c4ccccc4)C(=O)[C@@H]3[C@]3(C)C(=O)N(CC4CC4)CC(=O)N23)o1
  S3 lipid droplet: ?	S3 lipid droplet cell count max: ·

O=C(c1ccco1)N1CCCC(N2CCN(c3cccc(C(F)(F)F)c3)CC2)C1 (stereo not given)
  S3 lipid droplet: ?	S3 lipid droplet cell count max: ·
